Source: PubChem BioAssay
HADH2 inhib = qHTS Assay for Inhibitors of HADH2 (Hydroxyacyl-Coenzyme A Dehydrogenase, Type II); Potency, µM (highest dose often 57.1 µM), inactives show at the highest dose activity change, negative = inhibition, hits mostly inhibitors; AID 886, 2007; 3.4% of 73,000 active; recombinant HADH2, NADH fluorescence, beta-hydroxybutyryl-CoA; further: on the % scale 0 is the no-effect control and ±100 the full control effect; nearly all actives have a fitted effect of over 60% in size; many of its hits are not listed in these tables
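Buffer 100 mM Tris-HCl pH 9.0/0.01% Tween-20; HADH2 20 nM; NAD+ 1 mM; beta-hydroxybutyryl-CoA 90 uM (all final). 15 min cpd preincubation, RT.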
ERK AVP block = qHTS Assay for Inhibitors of the ERK Signaling Pathway using a Homogeneous Screening Assay; HEK293-V1b, vasopressin-stimulated pERK AlphaScreen; Potency, µM (top dose mostly 57.5 µM), inactives show at the top dose activity, negative = inhibition, usual class: inhibitors; 0.99% of 72,000 active; further: on the % scale 0 is the no-effect control and ±100 the full control effect; nearly all actives have a fitted effect of over 55% in size
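Phosphorylated ERK1/2 detected via AlphaScreen bead proximity in lysates of V1b-expressing HEK293 cells given 25 nM vasopressin for 5 min after 30 min compound exposure (37 °C). AC50 from Hill equation; basal DMSO 0%, vasopressin 100%.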
15-hLO inh = qHTS Assay for Inhibitors of 15-hLO (15-human lipoxygenase); purified 15hLO-1, xylenol orange hydroperoxide absorbance; Potency, µM (top dose mostly 57.1 µM), for the others: top-dose activity change, negative = inhibition, most hits filed as inhibitors; 1.4% of 74,000 active; AID 887, 2007; further: on the % scale 0 is the no-effect control and ±100 the full control effect; nearly all actives have a fitted effect of over 55% in size
Target sequence (P16050 whole entry, looked up): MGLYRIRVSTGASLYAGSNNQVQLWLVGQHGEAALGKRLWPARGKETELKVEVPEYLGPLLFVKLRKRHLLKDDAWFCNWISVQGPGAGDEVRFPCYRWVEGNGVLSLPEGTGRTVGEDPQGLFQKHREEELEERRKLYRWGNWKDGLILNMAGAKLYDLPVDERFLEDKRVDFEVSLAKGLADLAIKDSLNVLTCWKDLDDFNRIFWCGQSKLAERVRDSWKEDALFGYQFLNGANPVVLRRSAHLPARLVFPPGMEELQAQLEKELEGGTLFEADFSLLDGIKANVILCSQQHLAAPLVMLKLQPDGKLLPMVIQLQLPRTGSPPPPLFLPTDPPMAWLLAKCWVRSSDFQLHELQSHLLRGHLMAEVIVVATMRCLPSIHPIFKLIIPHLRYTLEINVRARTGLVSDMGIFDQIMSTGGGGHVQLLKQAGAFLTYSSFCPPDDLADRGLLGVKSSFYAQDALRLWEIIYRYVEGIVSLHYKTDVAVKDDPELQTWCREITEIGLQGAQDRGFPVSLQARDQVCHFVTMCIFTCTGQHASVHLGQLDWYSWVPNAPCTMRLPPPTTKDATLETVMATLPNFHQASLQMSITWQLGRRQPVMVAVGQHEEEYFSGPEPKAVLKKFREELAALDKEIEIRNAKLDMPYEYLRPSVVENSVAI
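Hydroperoxide formed from arachidonic acid (50 uM) by purified human 15hLO-1 (40 nM) oxidizes ferrous iron, and the ferric-xylenol orange complex is read at 573 versus 405 nm. Compounds were preincubated 15 min; reaction ran 6 min at room temperature.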
HBB splicing = qHTS Assay for Modulators of Hemoglobin Beta Chain Splicing. 0.06% of 65,000 active. HBB splicing reporter cell assay, activation; EGFP reporter with mutant IVS2-654 intron; response scale: normalised to 500 nM splice-correcting PNA. AID 925, 2007. Potency, µM (doses to about 46.1 µM), inactives show at the top dose activation, actives largely listed as activators; further: 0% is about no effect
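HeLa cells stably expressing EGFP interrupted by mutant beta-globin intron 2 (IVS2-654), 500/well in 2% FCS. Treated with compound for 2 days at 37C. Splicing correction scored as total well GFP intensity (488 nm excitation, 500-520 nm emission); 500 nM antisense PNA served as control.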
* hit, by the source's call; ? = inconclusive; & = joins results of further samples; [ ] = remark or other dose. The call rests on the fitted dose curve; in most records, active means well fitted curve in the direction sought with a large enough effect; inconclusive means small, poorly fitted or top-dose-only effect, or another doubt; inactive means no such curve, though single readings can be large; an effect the other way counts as inactive or inconclusive. Potency means the concentration at half of the fitted maximal effect. Not all compounds are listed, so the mix of outcomes need not match the whole.

Codes: A = HADH2 inhib; B = ERK AVP block; C = 15-hLO inh; D = HBB splicing
[1] COc1cc(C2c3[nH]c4ccccc4c3CC3C(=O)N4C(Cc5c([nH]c6ccccc56)C4c4cc(OC)c(OC)c(OC)c4)C(=O)N32)cc(OC)c1OC (configuration not stated)
  A: 13%[11.4 µM]; B: 9%[11.5 µM]; C: -22%[11.4 µM]; D: 3.0%[9.22 µM]

[2] COc1ccc(OCC2CC3C(CCC(C)C3c3ccc(Br)cc3)C(=O)O2)cc1 (configuration not stated)
  A: -6%[11.4 µM]; B: 9%[11.5 µM]; C: -11%[11.4 µM]; D: 1.8%[9.22 µM]

[3] CCC(=O)CC(NC(=O)OC)c1ccc(F)cc1 (configuration not stated)
  A: -6%[11.4 µM]; B: -3%[11.5 µM]; C: 13%[11.4 µM]; D: 3.6%[9.22 µM]

[4] NC(N)=NCCC[C@H](NC(=O)CC1(CC(=O)N2CCN(C3c4ccccc4NC(=O)c4ccccc43)CC2)CCCC1)C(=O)NCCn1c(=O)n(-c2ccccc2)n(-c2ccccc2)c1=O (some centres not stated)
  A: 1%; B: -4%; C: 20µM*; D: 0.0%

[5] CC1(C)OC(C(O)(c2ccccc2)c2ccccc2)C(C(O)(c2ccccc2)c2ccccc2)O1 (configuration not stated)
  A: 18%[11.4 µM]; B: 32%[activator][11.5 µM]; C: 14%[11.4 µM]; D: 2.6%[9.22 µM]

[6] O=C1c2ccccc2C(Cc2ccnc(F)c2)(Cc2ccnc(F)c2)c2ccccc21
  A: -17%; B: 1%; C: ?; D: -1.5%

[7] COC(=O)C1=C(C)N(Cc2ccccc2)[C@]23O[C@](C(=O)OC)(C(=O)N2C1c1ccccc1)C(c1ccccc1)C3C(=O)c1ccccc1 (some centres not stated)
  A: 7%&2%[11.4 µM]; B: -2%&19%[11.5 µM]; C: -2%&6%[11.4 µM]; D: 2.1%&0.4%[9.22 µM]

[8] CC(=O)c1ccc(C2C=CC(Oc3ccc(F)cc3C)C(CO)O2)cc1 (configuration not stated)
  A: 13%[11.4 µM]; B: 6%[11.5 µM]; C: 6%[11.4 µM]; D: 1.8%[9.22 µM]

[9] Cc1c(OCc2ccccc2)cccc1OCc1ccccc1
  A: -1%[11.4 µM]; B: 9%[11.5 µM]; C: 4%[11.4 µM]; D: 0.3%[9.22 µM]

[10] COC(=O)NC(c1ccc(Cl)cc1)C(C(C)=O)C(=O)OC (configuration not stated)
  A: 3%[11.4 µM]; B: -1%[11.5 µM]; C: 12%[11.4 µM]; D: 0.6%[9.22 µM]

In another format: entries from further up
Results follow in this order: HADH2 inhib	ERK AVP block	15-hLO inh	HBB splicing
[3] CCC(=O)CC(NC(=O)OC)c1ccc(F)cc1 (configuration not stated)
 : -6%[11.4 µM]	-3%[11.5 µM]	13%[11.4 µM]	3.6%[9.22 µM]
[4] NC(N)=NCCC[C@H](NC(=O)CC1(CC(=O)N2CCN(C3c4ccccc4NC(=O)c4ccccc43)CC2)CCCC1)C(=O)NCCn1c(=O)n(-c2ccccc2)n(-c2ccccc2)c1=O (some centres not stated)
 : 1%	-4%	20µM*	0.0%

New compounds follow:
Codes: A = HADH2 inhib; B = ERK AVP block; C = 15-hLO inh; D = HBB splicing
[11] CCCCC1CN2C(CCC(C)C2c2ccc(Br)cc2)C(=O)O1 (configuration not stated)
  A: 4%&5%&9%[11.4 µM]; B: -9%&15%&-8%[11.5 µM]; C: 7%&5%&2%[11.4 µM]; D: 2.7%&0.7%&2.1%[9.22 µM]

[12] OB(O)c1csc2ccccc12
  A: -5%; B: -16%; C: 7%; D: 0.0%

[13] COc1cc(O)c(C(=O)/C=C/c2ccccc2)c(O)c1
  A: -2%[11.4 µM]; B: 10%[11.5 µM]; C: -3%[11.4 µM]; D: 4.8%[9.22 µM]

[14] OCC1OC(/C=C\c2ccccc2)C=CC1Oc1ccc2c(c1)OCO2 (configuration not stated)
  A: 1%[11.4 µM]; B: 6%[11.5 µM]; C: -6%[11.4 µM]; D: -1.0%[9.22 µM]

[15] OCC1OC(c2ccc3c(c2)OCO3)C=CC1Oc1cc(Cl)cc(Cl)c1 (configuration not stated)
  A: 8%[11.4 µM]; B: 12%[11.5 µM]; C: -28%[11.4 µM]; D: 1.9%[9.22 µM]

Of the compounds above, 7 contain a halogen.
Codes: A = HADH2 inhib; B = ERK AVP block; C = 15-hLO inh; D = HBB splicing
[2] COc1ccc(OCC2CC3C(CCC(C)C3c3ccc(Br)cc3)C(=O)O2)cc1 (configuration not stated)
  A: -6%[11.4 µM]; B: 9%[11.5 µM]; C: -11%[11.4 µM]; D: 1.8%[9.22 µM]

[3] CCC(=O)CC(NC(=O)OC)c1ccc(F)cc1 (configuration not stated)
  A: -6%[11.4 µM]; B: -3%[11.5 µM]; C: 13%[11.4 µM]; D: 3.6%[9.22 µM]

[6] O=C1c2ccccc2C(Cc2ccnc(F)c2)(Cc2ccnc(F)c2)c2ccccc21
  A: -17%; B: 1%; C: ?; D: -1.5%

[8] CC(=O)c1ccc(C2C=CC(Oc3ccc(F)cc3C)C(CO)O2)cc1 (configuration not stated)
  A: 13%[11.4 µM]; B: 6%[11.5 µM]; C: 6%[11.4 µM]; D: 1.8%[9.22 µM]

[10] COC(=O)NC(c1ccc(Cl)cc1)C(C(C)=O)C(=O)OC (configuration not stated)
  A: 3%[11.4 µM]; B: -1%[11.5 µM]; C: 12%[11.4 µM]; D: 0.6%[9.22 µM]

[11] CCCCC1CN2C(CCC(C)C2c2ccc(Br)cc2)C(=O)O1 (configuration not stated)
  A: 4%&5%&9%[11.4 µM]; B: -9%&15%&-8%[11.5 µM]; C: 7%&5%&2%[11.4 µM]; D: 2.7%&0.7%&2.1%[9.22 µM]

[15] OCC1OC(c2ccc3c(c2)OCO3)C=CC1Oc1cc(Cl)cc(Cl)c1 (configuration not stated)
  A: 8%[11.4 µM]; B: 12%[11.5 µM]; C: -28%[11.4 µM]; D: 1.9%[9.22 µM]
